GSTO1 inh: blocks human GSTO1 in RBBP9 counter-screen | P78417 | recombinant GSTO1, activity-based probe fluorescence polarization | inhibition, % at 5.96 µM | 300,000 tested, 1.1% active | AID 1974;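 active means inhibition above the campaign mean inhibition plus 3 SD, cut at about 35% in these data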;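 further: 0% = GSTO1-1 with DMSO and 100% = wells lacking GSTO1-1 enzyme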
EBNA-1 inh: blocks EBNA-1 binding to DNA | 300,000 tested, 0.34% active | inhibition, % at 14.8 µM | EBNA-1 DNA binding, fluorescence polarization; in the data active means inhibition above about 28%
PAD4 FP inh: PAD4 (human) enzyme inhibition; recombinant PAD4, RCA probe fluorescence polarization; inhibition, % at 6.36 µM; 330,000 tested, 0.41% active; AID 485272;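 active means percent inhibition above a cutoff equal to the mean of all tested compounds plus 3 SD, cut at about 15% in these data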;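 further: 0% = PAD4 with RCA probe and DMSO and 100% = probe without PAD4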
LYPLA2 inh: LYPLA2 (human) inhibition in PME1 counter-screen | O95372 | recombinant LYPLA2, FP-Rh probe fluorescence polarization | inhibition, % at 5.9 µM | 320,000 tested, 0.38% active;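 active means inhibition above the screen-wide mean plus 3 SD, limit set per campaign, cut at about 26% in these data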;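 further: 0% = LYPLA2 with DMSO and 100% = wells lacking LYPLA2 enzyme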
Target sequence (O95372 whole entry, looked up): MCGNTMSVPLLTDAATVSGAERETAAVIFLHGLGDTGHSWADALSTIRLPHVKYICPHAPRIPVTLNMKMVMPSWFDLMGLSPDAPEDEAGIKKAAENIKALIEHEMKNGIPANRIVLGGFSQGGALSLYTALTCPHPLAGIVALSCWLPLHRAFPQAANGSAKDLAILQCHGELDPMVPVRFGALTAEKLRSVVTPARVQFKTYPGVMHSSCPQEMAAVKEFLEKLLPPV
PREPL inh: human PREPL enzyme inhibition; Q4J6C6; recombinant PREPL, fluorescence polarization activity-based probe; inhibition, % at 5.96 µM; 320,000 tested, 0.68% active; in the data active means inhibition above about 43%;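 further: 0% = enzyme with DMSO and 100% = wells lacking enzyme; many of its hits are not listed in these tables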
Target sequence (Q4J6C6 whole entry, looked up): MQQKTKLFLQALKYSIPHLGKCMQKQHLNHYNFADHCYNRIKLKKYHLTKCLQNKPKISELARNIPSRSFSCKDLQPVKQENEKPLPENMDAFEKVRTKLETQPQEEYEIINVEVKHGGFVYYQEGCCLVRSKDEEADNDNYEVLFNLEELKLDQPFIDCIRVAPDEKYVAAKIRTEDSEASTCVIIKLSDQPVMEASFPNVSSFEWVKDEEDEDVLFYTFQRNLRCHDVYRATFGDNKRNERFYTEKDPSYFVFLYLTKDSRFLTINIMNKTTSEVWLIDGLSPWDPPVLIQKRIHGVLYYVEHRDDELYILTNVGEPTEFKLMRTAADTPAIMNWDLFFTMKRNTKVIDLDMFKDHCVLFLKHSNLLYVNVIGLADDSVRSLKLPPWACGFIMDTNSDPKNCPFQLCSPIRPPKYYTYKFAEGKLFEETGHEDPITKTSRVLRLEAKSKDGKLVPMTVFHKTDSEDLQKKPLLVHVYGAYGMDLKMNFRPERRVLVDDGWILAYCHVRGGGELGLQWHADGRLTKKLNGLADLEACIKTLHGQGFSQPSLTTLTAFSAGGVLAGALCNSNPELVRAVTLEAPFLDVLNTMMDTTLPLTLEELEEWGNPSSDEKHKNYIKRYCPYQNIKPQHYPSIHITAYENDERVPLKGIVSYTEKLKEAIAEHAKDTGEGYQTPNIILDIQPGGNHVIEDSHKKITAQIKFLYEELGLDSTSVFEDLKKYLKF
PAFAH1B3 FP inh: blocks human PAF acetylhydrolase 1B catalytic subunit 3; 340,000 tested, 0.28% active; recombinant PAFAH1B3, FP-rhodamine probe, fluorescence polarization; Q15102; AID 492972; inhibition, % at 3.39 µM;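 active means inhibition above the screen-wide average of all tested compounds plus 3 SD, cut at about 25% in these data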;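 further: 0% = enzyme with DMSO only and 100% = wells lacking PAFAH1B3 protein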
LYPLA1 counter: blocks human lysophospholipase 1, a PME1 counter-screen. recombinant LYPLA1, FP-Rh probe fluorescence polarization. inhibition, % at 5.9 µM. 320,000 tested, 0.16% active. AID 2174;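 active means inhibition above the mean of all tested compounds plus 3 SD, set per campaign, cut at about 14% in these data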;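 further: inhibitors block serine hydrolase probe labeling of LYPLA1 so polarization falls; 0% = enzyme with DMSO and 100% = wells lacking LYPLA1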
ZTA counter: ZTA (EBV) inhibition in EBNA-1 counter-screen | P03206 | ZTA-DNA binding, fluorescence polarization | inhibition, % at 11 µM | 320,000 tested, 0.15% active; in the data active means inhibition above about 33%
PAFAH2 inh: PAFAH2 (human) inhibition; recombinant PAFAH2, FP-rhodamine activity probe, fluorescence polarization; inhibition, % at 3.39 µM; 340,000 tested, 0.99% active; Q99487;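 active means inhibition above the mean over all tested compounds plus 3 SD, cut at about 30% in these data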;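 further: inhibitors block probe labeling of enzyme so polarization drops; 0% = enzyme with DMSO and 100% = wells lacking PAFAH2 protein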
Numbers without * were called inactive; x = not tested or not shown. The list is partial, so the mix of outcomes need not match the whole.

Preview:
SMILES | GSTO1 inh | EBNA-1 inh | PAD4 FP inh | LYPLA2 inh | PREPL inh | PAFAH1B3 FP inh | LYPLA1 counter | ZTA counter | PAFAH2 inh
CCCc1nc2c(s1)CCc1onc(-c3ccc(Br)cc3)c1-2 | 2 | 2 | 1 | 4 | 13 | 2 | 1 | -5 | -2
COc1ccc(/C=C2/C(=O)N(c3c(F)c(F)c(F)c(F)c3F)N=C2C)cc1 | -6 | -19 | -9 | 5 | 5 | 6 | 2 | -19 | 8

Main list, from the first entry:
SMILES | GSTO1 inh | EBNA-1 inh | PAD4 FP inh | LYPLA2 inh | PREPL inh | PAFAH1B3 FP inh | LYPLA1 counter | ZTA counter | PAFAH2 inh
CCCc1nc2c(s1)CCc1onc(-c3ccc(Br)cc3)c1-2 | 2 | 2 | 1 | 4 | 13 | 2 | 1 | -5 | -2
COc1ccc(/C=C2/C(=O)N(c3c(F)c(F)c(F)c(F)c3F)N=C2C)cc1 | -6 | -19 | -9 | 5 | 5 | 6 | 2 | -19 | 8
O=C(C[C@H]1C/C=C\CC[C@@H](Cc2ccc(F)cc2)C(=O)O[C@@H](c2ccccc2)CNC1=O)N[C@@H](CO)Cc1ccccc1 | x | x | 2 | x | 5 | -13 | x | x | -10
Cc1nnc(NC(=O)CCCOc2ccccc2)s1 | 7 | 2 | 2 | 6 | -1 | 7 | 2 | 2 | 9
COC(CNC(=O)c1ccc2c(c1)nc(C)n2-c1cccc(C)c1)OC | -2 | 10 | -1 | -1 | -3 | 1 | -1 | 2 | -5
Cc1ccc(N2CC(C(=O)N/N=C/c3c(F)cccc3Cl)CC2=O)cc1 (configuration not stated) | 0 | -3 | -5 | 3 | -3 | 1 | 1 | -7 | -2
NC(=O)C1CCCN(CC(=O)N2CCN(c3ccccc3)CC2)C1 (configuration not stated) | 2 | 10 | -4 | 0 | 0 | 1 | 2 | 7 | -6
CCOC(=O)N1CCN(C(=O)Nc2sc3nc4n(c(=O)c3c2C)CCC(C)CC4)CC1 (configuration not stated) | 3 | 9 | -1 | -4 | 15 | 8 | -2 | 0 | 0
CCN(CC)C(=O)CSc1nnc(-c2ccc(O)cc2)n1CC1CCCO1 (configuration not stated) | 4 | 1 | 5 | 5 | -2 | 9 | -2 | -7 | 8
Cc1cccc(NS(=O)(=O)c2cccc(C(=O)NCC(c3ccco3)N(C)C)c2)c1 (configuration not stated) | 3 | 7 | -2 | -3 | -5 | 4 | -1 | 11 | -28
Cc1nc(N(C)Cc2ccccc2)c2c(C)c(C)sc2n1 | -1 | 7 | 0 | -1 | -1 | 0 | -1 | -11 | 6
O=C(NCc1ccncc1)Nc1ccc(Cl)cc1Cl | -10 | -8 | -4 | -3 | -11 | -3 | -1 | 17 | 0
CCc1nnc2sc(-c3cc(-c4ccccc4)nc4ccccc34)nn12 | -2 | 6 | 0 | 1 | 8 | 2 | 2 | -15 | 1
C/C(=C\c1ccccc1)CN1CCC(C(=O)N2CCCCC2)CC1 | 2 | 7 | 1 | 4 | 27 | 5 | 1 | 7 | 0
CCN1C(=O)CC(c2ccccc2)CC1=O | 5 | 2 | 3 | -3 | -3 | 8 | -2 | 2 | -6
CCCN(CCC)CCCNC(=O)c1cn(CCOC)c(=O)c2c1c1ccccc1n2C | 3 | -10 | 0 | 6 | 6 | 2 | 1 | -18 | -6
CC(C)c1nc2cc(C(=O)NC(c3cccnc3)C(F)(F)F)ccc2o1 (configuration not stated) | 5 | 4 | -1 | -3 | 12 | 7 | 0 | -4 | 0
CN1CCN(CC(=O)N/N=C\c2c[nH]c3ccccc23)CC1 | 3 | 0 | -2 | 10 | -10 | x | 6 | -17 | x
Cc1ccc(C(=O)Nc2cccc(C(=O)NCc3ccccc3)c2)cc1 | -6 | 3 | -1 | -2 | -17 | -2 | -9 | -13 | 4
CCOC(=O)/C(=C\c1ccc([N+](=O)[O-])o1)NC(=O)c1ccccc1 | 12 | 9 | -1 | 3 | 24 | 11 | 2 | 5 | 10
CCOc1ccc(NC(=O)C(C)N2C(=O)c3ccccc3S2(=O)=O)cc1 (configuration not stated) | 5 | -8 | 1 | 0 | -1 | 7 | -2 | -1 | 7
Cc1ccc(-n2cc(CN3CCC(CO)(Cc4cccc(C(F)(F)F)c4)CC3)cn2)cc1 | -2 | -10 | -6 | 4 | 8 | 2 | -3 | 17 | 5
C/C(=N\N=C(N)N)c1ccc(Cl)c(Cl)c1 | 9 | -1 | 0 | 8 | 1 | 3 | -1 | -3 | -5
CCOC(=O)c1ccc(S(=O)(=O)N2CCC(C(=O)NCc3ccccc3OC)CC2)cc1 | x | x | 2 | -2 | 5 | 5 | -2 | 10 | -3
Cc1ccccc1S(=O)(=O)/N=C(/Nc1c(C)n(C)n(-c2ccccc2)c1=O)c1ccccc1 | 4 | 0 | 0 | 3 | -9 | 3 | 1 | 2 | 0
CC(=O)Nc1ccc(NC(=O)c2c(C)noc2C)cc1 | 5 | 1 | 1 | -2 | 9 | 3 | -2 | 6 | 3
C/C(N)=C(/C#N)C(=O)COC(=O)CSc1ccc2ccccc2c1 | 3 | 3 | 1 | 5 | 24 | 4 | 0 | -8 | 0
O=C(CCCCN1CCCCC1)c1ccc2c(c1)Cc1ccccc1-2 | 7 | 7 | 3 | -3 | -3 | 5 | -4 | -11 | -1
COc1cccc(C(C(=O)NC2CCCC2)N(C(=O)c2csnn2)C2CC2)c1 (configuration not stated) | -3 | -6 | 2 | 2 | 1 | -4 | 0 | 11 | -1
CCn1cc(C(=O)N2CCN(c3ccccc3OC)CC2)c2cc(OC)c(OC)cc2c1=O | 4 | -9 | -1 | 5 | 0 | 6 | -2 | -5 | 6
CSc1nnc(-c2cnccn2)n1Cc1ccccc1 | -2 | -8 | -1 | 2 | 4 | 6 | 3 | -11 | -3
O=C(CCN1C(=O)c2ccccc2S1(=O)=O)Nc1nc2c(s1)CCCC2 | 2 | 4 | 0 | 4 | -2 | -3 | 1 | -8 | 2
CC(C)=CC(=O)OCc1cc([N+](=O)[O-])cc2c1OCOC2 | 8 | -1 | 0 | 5 | 11 | 2 | -1 | 12 | -13
O=C1CN(C(=O)COc2ccccc2Cl)c2ccccc2N1 | x | x | -8 | -1 | -43 | 0 | -2 | 3 | -3
CCC(=O)N(CC(=O)Nc1sc(C)c(C)c1C(N)=O)C1CCCC1 | 13 | -1 | -3 | 7 | 2 | 1 | 1 | 19 | 3
CCCNC(=O)c1onc(CSc2ccc(Cl)cc2)c1C(=O)NCCC(C)C | 5 | 6 | 1 | -16 | 0 | -1 | -10 | 1 | -4

An excerpt from above in order of their number in PAD4 FP inh, smallest number first.
Molecule	PAD4 FP inh
O=C1CN(C(=O)COc2ccccc2Cl)c2ccccc2N1	-8
CCn1cc(C(=O)N2CCN(c3ccccc3OC)CC2)c2cc(OC)c(OC)cc2c1=O	-1
Cc1ccccc1S(=O)(=O)/N=C(/Nc1c(C)n(C)n(-c2ccccc2)c1=O)c1ccccc1	0
CC(=O)Nc1ccc(NC(=O)c2c(C)noc2C)cc1	1

Next part.
SMILES | GSTO1 inh | EBNA-1 inh | PAD4 FP inh | LYPLA2 inh | PREPL inh | PAFAH1B3 FP inh | LYPLA1 counter | ZTA counter | PAFAH2 inh
CCc1ccc(NC(=O)c2ccc(-n3cncn3)c([N+](=O)[O-])c2)cc1 | 11 | 4 | 0 | 3 | 22 | 9 | 0 | -6 | -4
COc1ccc(CN2C(=NC(=O)CCC3CCCC3)SC3CS(=O)(=O)CC32)cc1 (configuration not stated) | 2 | -13 | 0 | -3 | 6 | 5 | -2 | 0 | -2
O=C(CCn1c(=O)sc2ccccc21)Nc1nc2ccccc2s1 | 4 | 0 | -2 | -5 | -57 | -2 | -7 | 2 | 3
O=C(NC1CCS(=O)(=O)C1)/C(=C\c1ccco1)NC(=O)c1ccccc1 (configuration not stated) | 1 | 3 | 3 | 2 | 14 | 5 | -1 | -3 | 0
O=C(Nc1cccc(Cl)c1)Nc1ccon1 | 1 | -2 | 0 | -17 | 3 | 7 | -7 | 2 | -2
O=C(NCCc1ccccc1Cl)c1cc(COc2ccc(F)cc2F)on1 | -3 | 1 | 1 | -6 | -7 | -4 | -6 | 5 | 3
CCC(=O)N1c2ccc(S(=O)(=O)CCC(=O)N3CCN(c4ccccc4F)CC3)cc2CC1C (configuration not stated) | 7 | 0 | 0 | 1 | -4 | -7 | -2 | 3 | -1
O=C(O)c1c(F)c(F)cc2ccccc12 | -14 | -5 | 1 | 4 | -2 | -9 | 2 | 11 | 3
COc1ccc(N(C)C(=O)c2ccc(NC(=O)CCS(=O)(=O)c3cccs3)cc2)cc1 | 1 | -4 | -2 | -1 | 5 | 11 | -5 | 1 | 0
COc1ccc(S(=O)(=O)N2CCN(CC(=O)Nc3cccc(F)c3)CC2)cc1 | 2 | 1 | -3 | 4 | -21 | -4 | 1 | -10 | -5
O=C(Nc1cccc(C(F)(F)F)c1)c1sc(Cl)nc1C(F)(F)F | -12 | -7 | -2 | 1 | -9 | 3 | -2 | -3 | 1
CCOc1cc(CN2CCN(CCc3ccccc3)C(CCO)C2)ccc1OC (configuration not stated) | -3 | 2 | 1 | -2 | 2 | 2 | -1 | 13 | -40
Cc1cc(OCC(=O)NC2CCCCC2)ccc1Cl | -13 | -1 | -2 | 1 | 9 | 11 | -4 | 7 | -5
Cc1cc(C)n(-c2ccc(C(=O)Nc3ccc4c(c3)OCO4)cc2)n1 | -5 | -11 | -1 | 3 | 6 | 11 | -1 | 4 | 2
O=C(OCC(=O)N1CCN(Cc2ccccc2)CC1)c1cc(Cl)ccc1[N+](=O)[O-] | x | x | 2 | 39* | 18 | 3 | 9 | -4 | 9
CC(=O)Nc1nnc(SCc2cc(=O)c(OC(=O)c3ccccc3)co2)s1 | 14 | -1 | 0 | -1 | 7 | 1 | -1 | -7 | 5
Cn1c[n+](C)cc1-c1ccc(/C(N)=N/O)cc1 | 8 | -11 | 3 | 2 | -1 | 4 | 2 | -9 | 6
c1ccc(-c2ncnc3cc4n(c23)CCC4)cc1 | 1 | -15 | -1 | 1 | 2 | -6 | -3 | -13 | -5
CC(C)CC(=O)N1CCN(Cc2cccc([N+](=O)[O-])c2)CC1 | 13 | 0 | 5 | 3 | 22 | 6 | 1 | 13 | -1
CSc1nc(-c2ccccc2)[nH]c(=S)c1C(C)=O | 3 | -5 | 5 | 7 | 1 | 4 | -2 | -1 | 6
O=C(c1cc2ccccc2o1)N1CCN(c2ccccc2Cl)CC1 | 6 | 8 | 1 | 1 | 5 | 7 | -4 | 7 | -4
Cc1ccc2c(CN3CCC(C)CC3)cc(=O)oc2c1 | 1 | 1 | -5 | 1 | 11 | 4 | -4 | 10 | 1
CC(=O)N(c1cccc(Cl)c1)c1nc(C)cc(C)c1C#N | -2 | 6 | 1 | 2 | -7 | 2 | -1 | -14 | -2
Cc1ccc(S(=O)(=O)NCCC(=O)Nc2cccc(S(N)(=O)=O)c2)cc1C | 2 | -3 | -1 | 0 | 1 | 6 | -5 | 6 | -1
Brc1cccc(-c2nnc3n2CCCCC3)c1 | 12 | 4 | 0 | 3 | -3 | 0 | -1 | 8 | -8
COc1ccc(S(N)(=O)=O)cc1C(=O)NCCCN1CCN(c2ccc(C)cc2)CC1 | 7 | 2 | -1 | 4 | 19 | 17 | 3 | -9 | 3
Nc1c(-c2cccs2)cnc2c(-c3ccc(F)cc3)cnn12 | 1 | 3 | 1 | 2 | 18 | 8 | -4 | -5 | 2
Cc1c(OCC(=O)NC(Cc2ccc(Cl)cc2)C(=O)O)ccc2c(-c3ccccc3)cc(=O)oc12 (configuration not stated) | -16 | -3 | 0 | 1 | 17 | 3 | 0 | -6 | 5
COC(=O)c1ccc(NC(=S)NC(=O)c2cccnc2)cc1 | 5 | 7 | 4 | -2 | -1 | -1 | 1 | -3 | 1
Cc1nn(CC(=O)NCCc2cccs2)c(=O)c2nn(-c3ccccc3)c(C)c12 | -2 | -4 | 2 | -9 | 10 | -1 | -4 | -6 | 13
C=CCOc1c(OC)cc(Cl)cc1C1NC(=O)NC(C)=C1C(C)=O (configuration not stated) | -10 | -4 | 1 | 3 | 11 | -4 | 1 | -22 | -4
